# High-throughput results: PubChem, several laboratories
# SV40 large T antigen: SV40 large T antigen inhibitors, biochemical (AID 1903); 0.39% of 310,000 active; SV40 large T antigen ATPase/helicase inhibition assay; higher % means a stronger effect; one-dose inhibition, % at 20 µM; IC50 in µM for titrated hits; in the data active means a potency from the dose series; inconclusive means inhibition mostly from about 32% at the one dose, without a potency; inactive means the rest, 99 in 100 with inhibition below about 32%; further: strong numbers were not always called active
# Insulin prom up: insulin promoter activators in MIN6 cells, imaging, high-content screening, mouse beta cells; 0.3% of 190,000 active; z-score at 5 µM; MIN6 insulin promoter-GFP reporter; hits give high values;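 active means z-score above 3 at 5 µM with at least 500 cells counted in the well; inconclusive means wells under 500 cells, flagged as cytotoxic or low count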
# CSM14.1 death rescue: rescue of cells from ER stress-induced death, primary screen, 384-well, CSM14.1, thapsigargin, ATP luminescence (AID 1222) | 190,000 tested, under 10 active | cellular ATP content (survival), % at 20 µM, or EC50 in µM where a hit was titrated | CSM14.1 thapsigargin-induced death rescue, ATP luminescence; higher % means a stronger effect;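 active means EC50 below 50 µM in the dose-response confirmation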;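 further: death triggered by thapsigargin at about 15 µM added after 2 h compound pretreatment; cell ATP read after overnight thapsigargin exposure of roughly 18 to 22 hours; normalized against plate controls of thapsigargin alone and 5% DMSO vehicle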
# West Nile antiviral: West Nile virus antiviral activity, cell-based, CPE readout (AID 1621); 0.02% of 290,000 active; one-dose CPE inhibition, % at 10 µM; IC50 in µM for titrated hits; West Nile virus-infected cells, CPE inhibition; higher % means a stronger effect; in the data active means a potency from the dose series; inconclusive means CPE inhibition mostly from about 3.7% at the one dose, without a potency; inactive means the rest, 99 in 100 with CPE inhibition below about 2.2%; further: strong numbers were not always called active
# TNAP activation fold: human TNAP enzyme activators, primary screen, biochemical, luminescent, no phosphate acceptor, uHTS (AID 1001) | Alkaline phosphatase, tissue-nonspecific isozyme (Homo sapiens) | purified TNAP, luminescent activation assay, no phosphate acceptor; higher activation fold means a stronger effect | activation fold at 20 µM, or EC50 in µM where a hit was titrated | 0.03% of 200,000 active; in the data active means activation fold from about 3, or a potency from the dose series; inactive means the rest, 99 in 100 with activation fold below about 1.6; further: many of its hits are not listed in these tables
# Salmonella PhoP GFP: inhibitors of PhoP regulon expression, primary screen, Salmonella Typhimurium, GFP reporter (AID 1863) | S. Typhimurium PhoP-regulated promoter GFP reporter, 4 h; higher % means a stronger effect | one-dose inhibition, % at 50 µM; IC50 in µM for titrated hits | 0.16% of 300,000 active;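 active means inhibition over 29.93%, a cutoff 3 SD above the screen mean, later confirmed by dose response; inconclusive means inhibition over 29.93% but no dose response follow-up; inactive means inhibition at most 29.93% or unconfirmed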;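 further: 0% = low Mg2+ inducing control and 100% = high Mg2+ repressing control; strong numbers were not always called active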
# PMI inhibition: human PMI inhibitors, high substrate, primary screen, biochemical, fluorescence intensity, high mannose 6-phosphate (AID 1220) | recombinant PMI enzyme, coupled fluorescence intensity; higher % means a stronger effect | inhibition, % at 20 µM; hits with a dose series show IC50 in µM | 0.66% of 190,000 active
# RSV antiviral HEp-2: RSV antiviral activity via CPE protection, HEp-2 cells, primary 10 µM value included (AID 2391) | CPE inhibition, % at 10 µM, or IC50 in µM where a hit was titrated | 0.13% of 310,000 active | HEp-2 cells, RSV-induced CPE inhibition; higher % means a stronger effect; in the data active means a potency from the dose series; inconclusive means CPE inhibition mostly from about 23% at the one dose, without a potency; inactive means the rest, 99 in 100 with CPE inhibition below about 21%; further: strong numbers were not always called active
# human PMI inhibition: inhibitors of human PMI, primary screen, biochemical, fluorescence intensity, coupled assay (AID 1209); 0.42% of 190,000 active; inhibition, % at 20 µM, or IC50 in µM where a hit was titrated; Mannose-6-phosphate isomerase (Homo sapiens); purified PMI enzyme, coupled fluorescence intensity; higher % means a stronger effect;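 further: plate controls were DMSO vehicle for no effect and wells lacking substrate for full effect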
# Insulin prom up cell count: also measured in Insulin prom up; calls as there; cell count; measured here: cytotoxicity, nuclei count;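 total cells summed across four imaged fields per well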
# * marks the source's active call; other numbers are inactive results; u = inconclusive; x = no result given; & = joins results of further samples. Unless noted, no stated cut-off is given here; in the data, active means inhibition above about 50%; inactive means the rest.
SMILES,SV40 large T antigen,Insulin prom up,Insulin prom up cell count,CSM14.1 death rescue,West Nile antiviral,TNAP activation fold,Salmonella PhoP GFP,PMI inhibition,RSV antiviral HEp-2,human PMI inhibition
COC(=O)c1ccc(CNC(=O)C2CCC(=O)N(CCN3CCOCC3)C2)cc1 (centres undefined),14.1%,x,x,x,0.4%,x,11.2%,x,0.7%,x
Cc1ccc(NC(=O)c2ccccc2OCC(=O)Nc2cccc(Cl)c2C)nc1,3.7%,-0.42,1557,-0.9%,-1.3%,1.2,-6.8%,-3.5%,11.0%,-5.4%
CCOC(=O)c1cccc(NC(=O)CSc2nnc(-c3ccncc3)n2CCCOC)c1,4.5%,0.81,1153,5.0%,-0.5%,1.1,-0.5%,-2.7%,0.0%,-6.7%
CC(=O)c1c(C)[nH]c(C(=O)OC2CCOC2=O)c1C (centres undefined),7.4%,0.09,1249,-1.6%,0.3%,1.1,-6.8%,5.6%,3.0%,8.7%
COc1ccc(N(C)C(=O)CCC(=O)Nc2ccc3nc(N4CCOCC4)cc(C)c3c2)c(OC)c1,9.5%,-1.05,765,-0.3%,-0.6%,1.1,12.0%,27.5%,-0.1%,13.6%
CCOc1ccccc1N1C(=O)c2ccc(C(=O)Nc3cccnc3)cc2C1=O,15.7%,-1.22,1610,x,0.0%,1,-5.3%,-5.1%,3.5%,-1.5%
O=C(/C=C/c1ccc(Cl)cc1)NC(=S)Nc1ccc(CN2CCOCC2)cc1,3.7%,-0.74,1035,0.9%,-1.4%,1,-18.4%,14.3%,1.2%,20.8%
C=CCSc1ncccc1C(=O)NCCc1ccccc1,7.0%,x,x,x,-0.7%,x,-3.1%,x,-0.1%,x
O=C(O)CCN(CCC(=O)O)c1nnc(SCc2ccccc2)s1,6.0%,1.52,889,-2.0%,-0.2%,1.1,-5.1%,-6.7%,0.7%,-0.2%
Cc1oc(-c2ccccc2F)nc1CS(=O)(=O)CC(=O)NCCCN1CC(C)CC(C)C1 (centres undefined),8.2%,x,x,x,-0.2%,x,-4.4%,x,0.6%,x
CCCCOC(=O)Cn1c2ccc(OC)cc2c2nc3ccccc3nc21,-0.2%,0.44,941,-2.6%,10.9%,1.1,-30.4%,-0.3%,-3.1%,-0.6%
COC(=O)CCC(=O)OC1(C)C(=O)C2=CN(Cc3ccco3)C(c3ccc(OC)cc3)=CC2=C(Br)C1=O (centres undefined),52.5%,x,x,x,0.3%,x,4.9%,x,-0.2%,x
CC1CN(S(=O)(=O)c2cn(C)c(=O)n(C)c2=O)CC(C)O1 (centres undefined),-0.2%,1.93,732,0.1%,0.2%,1.1,-4.9%,-3.2%,1.0%,5.2%
O=C1c2[nH]nc(-c3ccccc3O)c2C(c2cccc(Cl)c2)N1Cc1ccco1 (centres undefined),12.6%,0.2,1185,-1.9%,-0.8%,1.5,-2.6%,8.0%,-0.8%,19.2%
O=C(N/C(=C\c1ccccc1)C(=O)N1CCCCC1)c1ccco1,-2.4%,x,x,x,-0.4%,x,2.0%,x,0.1%,x
CCn1cc(C(=O)NCCCN(CC(C)C)CC(C)C)c(=O)c2cc(S(=O)(=O)N3CCOCC3)ccc21,2.1%,x,x,x,-0.1%,x,3.8%,x,-0.1%,x
Cc1c(C(=O)NCCCN2CCCCC2)oc2ccc3c(c12)C(O)CC1(CCCCC1)O3 (centres undefined),13.2%,x,x,x,0.9%,x,-12.7%,x,9.9%,x
Cc1c(C(=O)O)oc2c1C(O)CC(C)(C)C2 (centres undefined),-0.8%&2.5%,0.04,1648,-2.3%&-1.0%,0.9%&0.4%,1.1&1,-5.2%&-0.6%,2.5%&5.0%,2.4%&1.3%,0.7%&3.0%
CCN(CC(=O)NCc1ccc(F)cc1)C(=O)c1oc2ccccc2c1C,5.0%,x,x,x,-1.1%,x,3.0%,x,0.4%,x
CCCCS(=O)CC(CS(=O)CCCC)OC(=O)c1ccccc1 (centres undefined),-9.6%,-0.14,1160,-0.5%,-0.7%,1.1,-0.6%,-4.2%,-0.3%,-8.2%
CCOC(=O)c1c(S(=O)(=O)N2CCCCCC2)c(C)n(C)c1C,6.7%,x,x,x,1.1%,x,-3.9%,x,2.3%,x
COc1cc(OC)cc(C(=O)NC(=S)Nc2ccc(N3CCCC3)cc2)c1,11.6%,x,x,-2.2%,-1.1%,1.1,20.3%,20.0%,0.4%,24.9%
O=C(NNC(=O)C12CC3CC(CC(O)(C3)C1)C2)c1csc(N2CCOCC2)n1,7.1%,x,x,x,0.1%,x,1.4%,x,2.9%,x
Cc1ccc2c(c1)-c1c(cnn1CC(=O)N(CCC#N)c1ccccc1)CO2,1.2%,-0.01,918,-0.4%,-0.8%,1.2,-1.1%,-8.0%,0.5%,-8.1%
CCOC(=O)c1cc(C#N)c(N2CCN(c3ccc(OC)cc3)CC2)[nH]c1=O,22.5%,-0.14,1006,x,-0.4%,1.1,-7.7%,9.6%,5.0%,0.7%
# Further results.
SMILES,SV40 large T antigen,Insulin prom up,Insulin prom up cell count,CSM14.1 death rescue,West Nile antiviral,TNAP activation fold,Salmonella PhoP GFP,PMI inhibition,RSV antiviral HEp-2,human PMI inhibition
O=C(CCCOc1ccc(Cl)cc1Cl)NCCc1nnc2ccccn12,4.8%,x,x,x,-0.7%,x,2.9%,x,1.2%,x
O=C(c1ccccc1Cl)N1CCCC(c2nc3c(nnn3Cc3ccccc3)c(=O)[nH]2)C1 (centres undefined),2.5%,0.3,1104,0.7%,-0.3%,1,-5.2%,4.8%,3.2%,10.2%
CCn1cc(C2=NC(CC(C)C)CO2)c2ccccc21 (centres undefined),7.6%,-0.77,1083,x,-0.8%,x,-0.8%,x,4.7%,x
Cc1cc[n+](CC(=O)c2cccc([N+](=O)[O-])c2)c2ccccc12,8.6%,x,x,x,-0.4%,x,-8.8%,x,2.4%,x
CCc1ccc(N(CC)C(=O)Cc2c(C(=O)O)n(C)c3ccccc23)cc1,11.1%,x,x,x,0.1%,x,8.6%,x,0.8%,x
CCCCN(c1ccccc1)S(=O)(=O)c1ccc2c(c1)CCN2C(=O)CCC(=O)O,3.7%,1.07,1585,-2.8%,-0.1%,1.1,-5.8%,8.5%,5.9%,10.4%
Cc1nc2ccccn2c1C(=O)N=Nc1c(O)n(CCC(C)C)c2ccccc12,-3.6%,-3.23,1121,1.5%,0.3%,1,8.9%,1.9%,5.1%,11.8%
COc1ccc(N2C(=O)[C@@H]3[C@H](C2=O)[C@H](C(=O)c2ccc(OC(C)=O)cc2)N2N=CC=C[C@@H]32)cc1,13.8%,0.2,1209,-0.9%,0.0%,1.1,-8.4%,-76.7%,1.1%,-50.8%
COc1cc(/C=N/NC(=O)CCC(=O)NCc2ccccc2)cc(OC)c1OC,-6.1%,0.01,970,-0.1%,0.1%,1.1,19.8%,0.1%,0.4%,-2.5%
Cn1c(=O)c2cc(S(=O)(=O)NCCC(=O)NC3CCCCCC3)ccc2n(C)c1=O,5.2%,-0.12,1005,-3.8%,-0.7%,1.1,-8.3%,-0.8%,1.2%,-2.0%
Brc1ccc(-c2cnnc(N3CCCC3)n2)cc1,1.5%,x,x,-0.9%,0.3%,1,-19.6%,-8.6%,u,-17.5%
CC(=O)c1cccc(NC(=O)Cn2nc(-c3ccccc3Cl)ccc2=O)c1,14.2%,1.29,1535,0.2%,-0.4%,1.1,6.5%,3.6%,4.9%,1.3%
O=C1CSC(c2cccs2)N1c1ccccc1 (centres undefined),5.7%,-0.78,1418,-0.4%,-0.8%,1.1,11.9%,6.4%,1.7%,3.3%
Cc1ccc(S(=O)(=O)NC(CC(=O)O)c2ccccc2)c(C)c1 (centres undefined),1.3%,x,x,-4.5%,0.2%,0.9,-12.0%,-17.4%,4.7%,-17.3%
CCCCOC(=O)Cn1cnc2ccc(Br)cc2c1=O,2.8%,0.25,1439,-2.0%,-0.1%,1,2.3%,1.5%,0.0%,-5.6%
O=C(O)c1ccccc1N/N=C\c1ccnc2ccccc12,14.3%,-0.57,1536,-2.3%,0.4%,1.1,-3.3%,-9.0%,0.2%,-5.8%
CCn1c(SCC(=O)Nc2sc3c(c2C#N)CCC(C(C)(C)C)C3)nnc1-c1ccco1 (centres undefined),6.8%,0.3,1382,0.1%,2.1%,1,-24.0%,16.0%,3.5%,17.4%
CCn1cc(C2CC(=O)NC2=O)c2ccccc21 (centres undefined),u,0.67,1147,x,1.4%,x,-11.4%,x,0.8%,x
CCCCNC(=O)C(=O)N/N=C/c1ccc(OCC(=O)Nc2cccc(OC)c2)c(OC)c1,9.6%,-0.05,1211,-1.3%,-0.2%,1.1,-7.9%,-6.5%,2.4%,-3.9%
CCOc1ccc2c(c1)n([O-])c1c([n+]2=O)CCCC1,x,0.22,1071,-2.0%,0.1%,1.1,1.0%,47.8%,x,56.8%*
COc1ccc(CCn2c(C)cc(C(=O)CSc3nc(N)cc(=O)[nH]3)c2C)cc1,0.4%,-0.18,1489,1.4%,u,1.2,-7.7%,2.0%,-1.4%,5.7%
O=c1[nH]c(SCc2ccccc2[N+](=O)[O-])nc2nc[nH]c12,21.1%,-0.12,1518,x,0.0%,x,-4.1%,x,0.7%,x

# An excerpt from above in order of formula weight, rising.
SMILES,SV40 large T antigen,Insulin prom up,Insulin prom up cell count,CSM14.1 death rescue,West Nile antiviral,TNAP activation fold,Salmonella PhoP GFP,PMI inhibition,RSV antiviral HEp-2,human PMI inhibition
CCn1cc(C2=NC(CC(C)C)CO2)c2ccccc21 (centres undefined),7.6%,-0.77,1083,x,-0.8%,x,-0.8%,x,4.7%,x
O=C(O)c1ccccc1N/N=C\c1ccnc2ccccc12,14.3%,-0.57,1536,-2.3%,0.4%,1.1,-3.3%,-9.0%,0.2%,-5.8%
O=c1[nH]c(SCc2ccccc2[N+](=O)[O-])nc2nc[nH]c12,21.1%,-0.12,1518,x,0.0%,x,-4.1%,x,0.7%,x
Brc1ccc(-c2cnnc(N3CCCC3)n2)cc1,1.5%,x,x,-0.9%,0.3%,1,-19.6%,-8.6%,u,-17.5%
COc1ccc(CCn2c(C)cc(C(=O)CSc3nc(N)cc(=O)[nH]3)c2C)cc1,0.4%,-0.18,1489,1.4%,u,1.2,-7.7%,2.0%,-1.4%,5.7%
Cn1c(=O)c2cc(S(=O)(=O)NCCC(=O)NC3CCCCCC3)ccc2n(C)c1=O,5.2%,-0.12,1005,-3.8%,-0.7%,1.1,-8.3%,-0.8%,1.2%,-2.0%
COc1ccc(N2C(=O)[C@@H]3[C@H](C2=O)[C@H](C(=O)c2ccc(OC(C)=O)cc2)N2N=CC=C[C@@H]32)cc1,13.8%,0.2,1209,-0.9%,0.0%,1.1,-8.4%,-76.7%,1.1%,-50.8%
CCn1c(SCC(=O)Nc2sc3c(c2C#N)CCC(C(C)(C)C)C3)nnc1-c1ccco1 (centres undefined),6.8%,0.3,1382,0.1%,2.1%,1,-24.0%,16.0%,3.5%,17.4%

# Compounds were not picked by outcome (roughly 1.5% active in at least one column).
